# Growth percent in the NCI-60 one-dose screen (48 h, 10 µM unless noted): 100 = growth as untreated, 0 = no growth, -100 = all killed.
# SK-MEL-2: SK-MEL-2 melanoma. hit rate 4.7% among 77,000
# MALME-3M: MALME-3M melanoma. AID 1794766. hit rate 5.8% among 78,000
# HS 578T: HS 578T breast cancer; hit rate 4.1% among 78,000
# T-47D: T-47D breast cancer | hit rate 5% among 79,000 | AID 1794792
# MCF7: MCF7 breast cancer; hit rate 6.3% among 82,000; AID 1794796
# LOX IMVI: LOX IMVI melanoma. hit rate 7.4% among 79,000. AID 1794757
# BT-549: BT-549 breast cancer | hit rate 4.4% among 78,000
# MDA-MB-231: MDA-MB-231 breast cancer. AID 1794789. hit rate 5% among 81,000
# An asterisk follows results filed as active; x = not tested or not shown; & = joins results of further samples; [ ] = dose if it differs, or a comment. How the source made its calls: active means growth percent below 10; inactive means the rest. Rows are unselected; overall some 11% were active at least once.
Structure,LOX IMVI,HS 578T,SK-MEL-2,MDA-MB-231,MALME-3M,MCF7,BT-549,T-47D
CCOC(=O)c1nc(-c2ccccc2)oc1N1CCOCC1,96.9,102.3,113.5,96.7,106.3,78.5,89.3,82.8
N#C/C(C(=O)Nc1ccc(S(N)(=O)=O)cc1)=C1\C(=O)Nc2ccccc21,98.9,98.3,109.2,100.2,93.0,104.7,105.1,86.8
COc1cc(C2CC(C3C(=O)N(C)C(=O)N(C)C3=O)=NN2c2cc(Cl)cc(Cl)c2)cc(OC)c1OC (stereo unspecified),99.0,x,x,103.2,89.1,90.4,99.2,79.4
Cc1c(N)cc(S(=O)(=O)O)cc1NC(=O)c1cccc([N+](=O)[O-])c1,103.8,101.0,108.8,111.7,149.1,96.2,100.0,97.1
OC(CCN1CCCCC1)(c1ccccc1)c1ccccc1,97.2,106.8,110.2,105.2,95.4,97.9,107.2,102.7
O=C1/C(=C/c2cccs2)SC(=S)N1N1CCOCC1,100.2,96.3,99.0,91.1,95.1,98.0,92.3,84.9
O=[N+]([O-])c1ccc(-c2ccccc2-c2ccccc2)cc1,83.8,64.4,98.0,x,84.7,94.3,76.6,x
C/C(=N\N=C(N)N)c1cccs1,94.1,x,94.7,93.0,100.0,91.2,101.7,85.9
COC(=O)c1nnn(-c2cc(Cl)ccc2Cl)c1C(=O)c1ccc(OC)cc1,90.1,72.8,121.4,x,90.0,75.0,96.2,x
Fc1ccc(COc2ccc(Nc3ncnc4sc5c(c34)CCCC5)cc2Cl)cc1,94.9,93.6,86.8,97.4,105.0,98.5,97.7,51.0
COC1OC(CI)C(OC(C)=O)C(OC(C)=O)C1OC(C)=O (stereo unspecified),94.9,101.1,104.1,104.1,99.9,95.9,103.3,100.7
CCCn1c(=O)sc2cc3ccccc3nc21,115.6,101.5,x,95.7,116.1,101.2,100.5,97.6

# At a glance, 6 of the compounds above:
Structure,LOX IMVI,HS 578T,SK-MEL-2,MDA-MB-231,MALME-3M,MCF7,BT-549,T-47D
CCOC(=O)c1nc(-c2ccccc2)oc1N1CCOCC1,96.9,102.3,113.5,96.7,106.3,78.5,89.3,82.8
N#C/C(C(=O)Nc1ccc(S(N)(=O)=O)cc1)=C1\C(=O)Nc2ccccc21,98.9,98.3,109.2,100.2,93.0,104.7,105.1,86.8
COc1cc(C2CC(C3C(=O)N(C)C(=O)N(C)C3=O)=NN2c2cc(Cl)cc(Cl)c2)cc(OC)c1OC (stereo unspecified),99.0,x,x,103.2,89.1,90.4,99.2,79.4
Cc1c(N)cc(S(=O)(=O)O)cc1NC(=O)c1cccc([N+](=O)[O-])c1,103.8,101.0,108.8,111.7,149.1,96.2,100.0,97.1
OC(CCN1CCCCC1)(c1ccccc1)c1ccccc1,97.2,106.8,110.2,105.2,95.4,97.9,107.2,102.7
O=C1/C(=C/c2cccs2)SC(=S)N1N1CCOCC1,100.2,96.3,99.0,91.1,95.1,98.0,92.3,84.9

# Continued:
Structure,LOX IMVI,HS 578T,SK-MEL-2,MDA-MB-231,MALME-3M,MCF7,BT-549,T-47D
CCC(C)OC(=O)C(O)c1ccccc1 (stereo unspecified),97.0,96.2,111.7,99.2,99.8,103.0,113.3,x
CC12C=CC(=O)C=C1CCC1C2C(O)CC2(C)C1CCC2(O)C(=O)CSc1ncnc2nc[nH]c12 (stereo unspecified),97.0,105.6,105.5,103.9,95.0,95.7,102.3,96.4
C[n+]1c(/C=N/NC(N)=S)ccc2ccccc21,95.4,100.0,x,96.0,103.9,92.2,103.2,95.8
COc1cc(C2C(C(=O)OC/C=C/c3ccc4c(c3)OCO4)C(c3cc(OC)c(OC)c(OC)c3)C2C(=O)OC/C=C/c2ccc3c(c2)OCO3)cc(OC)c1OC (stereo unspecified),89.8,97.9,122.0,90.8,103.0,108.1,108.1,109.2
O=[N+]([O-])c1ccc(OCCCBr)c(Cl)c1,97.3,105.9,109.0,111.8,98.4,96.0,101.9,97.5
CCN(CC)CNC(=O)NC(C)=O,95.1,113.2,100.8,110.1,92.3,95.7,102.7,89.1
O=CC(=O)c1ccccc1,90.6,86.8,116.3,98.0,115.3,119.4,117.8,104.3
COc1cc(-c2nn(-c3ccc(C)cc3)cc2C(=O)O)ccc1O,86.0,102.7,93.5,91.7,90.0,93.4,103.0,89.5
COc1ccc(/C=c2\c(=O)n(-c3ccccc3)c3nnc(NO)n23)cc1,96.1,105.5,95.7,92.4,94.0,90.5,96.1,x
c1ccc2cc(C[n+]3ccn(CCCn4cc[n+](Cc5ccc6ccccc6c5)c4)c3)ccc2c1,94.1,92.5,83.5,94.8,80.1,90.0,91.9,60.4
O=C1c2ccccc2C(=O)N1CCBr,96.3,121.0,x,107.0,108.7,94.5,96.3,100.9
C=C1C(=O)O[C@H]2[C@H]1CC/C(COC(=O)/C=C/C(=O)NCc1ccc(Cn3c(=O)sn(-c4ccccc4)c3=O)cc1)=C\CC[C@@]1(C)O[C@@H]21,-85.2*,77.8,-13.6*,-39.9*,-57.8*,5.0*,-3.3*,x
NC/C(=C/F)COc1ccc2nc(NCc3cccnc3)oc2c1,98.0,99.5,104.9,96.0,108.5,89.3,x,103.4
CCOC(=O)CSc1nc(-c2cc(OC)ccc2OC)cc(-c2ccc(OC)cc2)c1C#N,85.5,90.2,84.3,83.9,98.8,71.7,86.0,65.6
CC(C)(C)C(=O)C1C(=O)c2ccccc2C1=O,89.5&88.9,72.7&89.9,103.2&113.7,93.5&88.5,108.8&84.7,95.8&102.7,99.0&85.8,84.5&95.0
Cc1cc(C)nc(SC2=C(Nc3cccc(Cl)c3)C(=O)N(Cc3ccccc3)C2=O)n1,67.6[30 µM],97.8[30 µM],75.9[30 µM],61.2[30 µM],91.9[30 µM],49.8[30 µM],65.5[30 µM],22.2[30 µM]
CC/C(Cc1ccccc1)=C(\c1ccc(OCCN2CCCCCC2)cc1)c1ccc(OC(=O)NCc2ccccc2)cc1,4.4*,78.6,98.9,74.4,61.3,13.7,81.9,40.9
CN(C)CCNC(=O)n1cc(-c2ccncc2)c(-c2cc(O)cc(Cl)c2)n1,76.3,93.3,96.3,88.6,6.1*,102.0,101.7,105.9
COc1cc(/C=C2\COc3ccc(O)c(O)c3C2=O)cc(OC)c1,-66.2*,21.8,86.5,-37.1*,-59.4*,16.7,3.9*,-12.1*
Cc1nn(-c2ccccc2)c(N2CCOCC2)c1-c1nc2ccc(C(=O)NN=Cc3ccoc3)cc2[nH]1,99.1,x,132.9,93.7,94.2,97.0,105.6,100.4
CC(O)C1CCCNC1 (stereo unspecified),97.8,100.8,100.7,98.0,111.3,92.6,102.9,88.3
NC(=O)CSc1nc2ccccc2c(=O)n1CCc1ccccc1,93.2,109.2,124.2,92.9,x,96.4,103.9,95.4
N#C/C(=C\c1cccc(Cl)c1Cl)C(=O)Nc1sc2c(c1C#N)CCCC2,91.9,94.3,x,97.2,99.4,82.9,112.7,90.9
CCCCc1ccc2nc(NC(=O)OC)[nH]c2c1,25.2,8.6*,44.4,13.0,48.1,12.8,31.1,76.8
CCC(C)C1CCC(O)CC1C (stereo unspecified),103.5,108.8,100.3,98.8,92.3,101.4,103.2,98.3
Cc1nc2c(c(NC(=O)c3ccc(Cl)cc3)nn2C)c(C)c1Cl,99.7,102.2,x,89.5,68.6,61.3,100.8,90.1
Clc1cc(Cl)cc(N2N=C(c3cccc(Nc4ccncc4)c3)CC2c2ccccc2)c1 (stereo unspecified),-81.2*,80.2,97.1,58.1,32.7,-11.0*,78.2,77.7
CC(O)C(F)(F)C(F)(F)C(F)(F)F (stereo unspecified),106.8,105.5,111.3,118.4,x,101.0,106.8,110.3
C[n+]1ccccc1,95.5,97.3,104.7,110.8,93.4,99.6,90.4,101.4
COc1ccc(OC)c(/C=C2\N=C(c3ccccc3)N(c3ccc(-c4nc5ccc(C)cc5s4)cc3)C2=O)c1,66.2,86.4,52.6,12.4,70.7,48.3,68.5,33.5
CCSc1nnc(-c2c(C)nc3ccc(Br)cn23)o1,90.2,93.0,94.6,73.7,103.3,59.6,109.0,86.3
N#CCCNC1CCCCC1,97.3,107.5,119.6,105.9,112.3,101.1,114.3,113.8
CSc1nc2ccccc2cc1Cc1cc(-c2ccccc2)n[nH]c1=O,93.1,97.2,98.4,85.6,99.5,91.7,92.4,87.9
ClC(Cl)=C1NC(c2ccccc2)=NCc2nccn21,97.9,98.6,101.6,101.4,99.3,94.0,112.1,100.2
CC(=O)c1cc(Br)ccc1O,103.4,108.3,106.2,108.2,x,102.4,110.0,113.6
SCCNCc1ccco1,112.5,96.5,102.7,114.6,103.5,105.1,123.7,97.2
ClC(Cl)(Cl)c1nc2nccnc2[nH]1,101.7,99.2,108.6,x,102.3,94.1,103.5,101.0
CCc1nn2c(-c3ccc(OC)c(OC)c3)c(-c3cc(OC)c(OC)c(OC)c3)nc2s1,64.9,63.2,69.0,70.8,62.3,48.4,90.4,74.4
COc1ccccc1Nc1ccc(N)cc1S(=O)(=O)O,90.8,111.4,99.7,113.6,92.6,90.7,x,87.2
CC(=O)Nc1sc2c(c1-c1nc3ccccc3s1)CNC2,3.6*,51.3,23.2,21.9,19.0,5.5*,58.1,4.5*
CCOC(=O)C1=C(C)N2C(=NC3=C(CCCC/C3=C\c3ccccc3)C2c2ccccc2)S1 (stereo unspecified),100.3,99.6,x,106.6,86.7,87.8,99.1,78.7
C[C@H](CCC(=O)NCc1ccc(C(=O)Nc2ccccc2N)cc1)[C@H]1CC[C@H]2[C@@H]3[C@@H](O)C[C@@H]4C[C@H](O)CC[C@]4(C)[C@H]3CC[C@]12C,59.6,69.6,68.8,49.2,45.0,45.7,54.1,48.0
CCN(CC)CC(Cc1ccccc1)OC(=O)c1ccc(N)cc1 (stereo unspecified),101.9,103.9,91.4,99.8,93.1,96.3,78.4,84.5
COc1cc(-c2nc(-c3ccccc3)c(-c3ccc(Sc4ccccc4)cc3)[nH]2)cc(OC)c1O,95.6,121.1,95.8,101.2,104.1,101.5,113.0,93.2
COc1ccc(-c2cc(-c3nnc(SCC(=O)N4CCN(c5cc6c(cc5F)c(=O)c(C(=O)O)cn6C5CC5)CC4)o3)c3ccccc3n2)cc1,105.2,125.2,105.8,118.1,112.6,101.4,103.2,106.3
CCCC1c2ccc(O)cc2Oc2nc(N)c(C#N)c(N)c21 (stereo unspecified),104.1,91.9,118.9,101.4,x,116.0,109.5,97.1
CCN(CC)CCCNCCCNc1cc(OC)cc2cccnc12,80.3,94.9,101.2,x,108.2,-46.8*,100.3,64.7
CC(C)c1ccc2c(c1)C(C)(C)CCC2(C)C,98.3,105.2,104.0,x,90.0,90.4,106.8,84.9
N#Cc1c(NN)nc(=S)[nH]c1-c1ccco1,97.7,114.6,98.9,107.5,101.3,90.0,99.2,89.6
Nc1n[n+](-c2ccc(Cl)cc2)no1,74.4,90.3,106.8,67.1,86.4,76.3,130.6,69.2
COc1cccc(C(=O)Nc2nnc(CCS(=O)(=O)c3ccc(C)cc3)s2)c1,x,x,112.3,104.6,91.0,95.8,100.8,86.4
COc1ccc(CCN2C(=O)CCSC2=S)cc1,8.0*,87.7,85.4,59.2,76.7,16.2,96.3,62.0
N#Cc1ccc2c(c1)CN(c1ncc(Cc3cccc(-n4cccn4)c3)s1)CC2,69.8,88.8,65.0,58.6,82.4,65.4,31.3,43.8
COc1ccc(C2C=C(C)N=C3SC=C(C)N32)cc1OC (stereo unspecified),100.3,109.7,102.7,110.4,x,95.0,103.2,110.6
COc1ccc(OC)c(-c2cnc3nonc3n2)c1,96.8,93.8,100.3,84.5,100.2,73.2,105.4,62.1
NC1C=C(O)N=C2SCN(C(c3ccccc3)c3nc4ncncc4[nH]3)CN21 (stereo unspecified),103.6,108.4,103.1,102.0,71.9,94.0,100.5,102.7
N#CCCNCCNCCC#N,98.2,109.0,103.4,110.6,92.7,93.6,103.8,103.3
COc1cc(NS(C)(=O)=O)ccc1Nc1c2ccc([N+](=O)[O-])cc2nc2c(C)cccc12,-4.0*,58.4,25.4,x,14.4,15.6,27.0,1.8*
Cc1noc(N)c1C(=O)Nc1ccc(C(F)(F)F)cc1,100.2,145.6,104.9,101.9,103.7,77.1,98.0,89.3
COc1cc(CNC(=O)c2ccsc2Nc2ccnc(C(F)(F)F)c2)ccc1O,91.7,104.1,102.6,102.5,64.4,112.9,102.8,98.7

# Other entries.
Structure,LOX IMVI,HS 578T,SK-MEL-2,MDA-MB-231,MALME-3M,MCF7,BT-549,T-47D
O=C(O)/C=C/c1ccccc1C(=O)O,103.2,105.2,122.9,106.0,112.3,116.6,107.2,93.1
CC1=CC[C@H]2C(C)=CC[C@@H](C(C)C)[C@@H]2C1,111.2,101.6,109.2,121.0,x,97.9,98.4,111.8
N#CC1=C(N)Oc2c(c(N)nn2-c2ccccc2)C1c1ccccc1 (stereo unspecified),x,102.5,105.2,93.9,104.6,95.7,100.0,86.8
CC(C)C(=O)C(C)(C)CCc1cccnc1,102.1,114.5,106.5,120.3,90.1,114.2,x,97.6
CCOc1c(Cl)cc(CNCC(O)c2ccccc2)cc1OC (stereo unspecified),94.4,107.8,120.4,90.4,106.4,97.0,97.0,100.8
CSc1nc(Nc2cccc(NC(=O)/C=C/C(=O)O)c2)c(C#N)c(-c2cccc([N+](=O)[O-])c2)n1,101.9,109.5,109.0,88.4,94.0,93.0,110.6,97.5
O=Cc1c(N2CCC[N+]3(CC2)CC[N+]2(CCCNCC2)CC3)nc(-c2ccccc2)nc1N1CCC[N+]2(CC1)CC[N+]1(CCCNCC1)CC2 (stereo unspecified),98.5,108.8,109.9,87.5,93.4,92.7,104.9,41.1

# Screens: PubChem BioAssay, NCI
